MmCpn inh = Inhibitors of TCP-1 ring complex (TRiC) of Methanococcus maripaludis (MmCpn): qHTS. Chaperonin Mm-Cpn (Methanococcus maripaludis). purified Mm-Cpn ATPase, ADP Transcreener TR-FRET. Potency, µM (doses to about 76.9 µM), for inactives: at the highest dose activity, negative = inhibition, most hits filed as inhibitors. 330,000 tested, 0.031% active. AID 504842, 2011; also: potency is read from the fitted curve at half-maximal effect; % is scaled to controls: 0 for no effect and ±100 for the full control effect; nearly all actives have a fitted effect of over 80% in size
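Purified archaeal Mm-CPN (25nM final) preincubated 10 min at 37degC with compound, then 10uM ATP for 30 min at 37degC; ADP measured by HTRF Transcreener TR-FRET; buffer 30 mM TRIS pH 7.4, 100mM KCl, 5mM MgCl2, 1mM DTT.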
aSyn yeast inh = qHTS of alpha-syn Inhibitors; Yeast expressing alpha-synuclein, growth rescue, BacTiter-Glo, 24 h; Potency, µM (doses to about 46.1 µM), without a hit: at the highest dose growth rescue (activation), actives largely listed as activators; 370,000 tested, 0.14% active; AID 652106, 2013; also: potency is read from the fitted curve at half-maximal effect; % of control where 0% means no effect; nearly all actives have a fitted effect of over 65% in size
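Rescue of yeast growth: cells expressing toxic alpha-synuclein, induced in galactose at OD600 0.02, incubated with compound 24 h at 30 C. ATP luminescence quantified growth; inhibitors of toxicity appear as activators.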
TDP43 rescue = qHTS of TDP-43 Inhibitors; 410,000 tested, 1.8% active; AID 652104, 2013; TDP-43 expressing yeast growth rescue, BacTiter-Glo, 24 h; Potency, µM (highest dose often 46.1 µM), inactives show at the highest dose growth rescue (activation), usual class: activators; also: potency is read from the fitted curve at half-maximal effect; % of control where 0% means no effect; nearly all actives have a fitted effect of over 50% in size
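Cell-based yeast growth screen: TDP-43 expression induced in galactose, inoculum OD600=0.02 after raffinose pregrowth to mid-log. Read-out BacTiter-Glo luminescence at 24 hr, 30 deg C; inhibition of toxicity seen as signal increase.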
FUS suppressor = qHTS for Suppressors of FUS Proteinopathy: Primary screen using FUS-linked yeast assay. S. cerevisiae FUS-expressing, growth rescue, OD600, 24 h. Potency, µM (top dose mostly 76.6 µM), without a hit: at the highest dose growth rescue (activation), most hits filed as activators. 390,000 tested, 0.24% active. AID 1347120, 2019;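 also: potency is read from the fitted curve at half-maximal effect; plate controls were DMSO vehicle for no effect and reference control for full effect; nearly all actives have a fitted effect of over 55% in size; some results filed as inactive show a strong effect at the top dose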
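Quantitative HTS measuring growth restoration of FUS-toxic yeast. Galactose-induced cells (OD 0.005) were exposed 24hr at 30C to compounds at several concentrations, then absorbance at 600 nm was recorded.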
Abeta rescue = qHTS for compounds that reverse cellular toxicity of Amyloid beta (A-beta) peptide in yeast: Primary Screen; 410,000 tested, 0.063% active; yeast expressing A-beta42, growth rescue, OD600, 48 h; response scale: 0% DMSO, 100% iron-clioquinol control; AID 1347071, 2019; Potency, µM (top dose mostly 46.1 µM), for the others: at the top dose growth rescue, hits mostly activators; also: potency is read from the fitted curve at half-maximal effect; nearly all actives have a fitted effect of over 55% in size
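Yeast A-beta toxicity model in growth medium with pinned compounds, 48 h at 30 C; growth read as absorbance at 600 nm. Normalized to FeCl3/clioquinol equimolar mix (positive) and DMSO (negative).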
PTHR1 ag = qHTS for PTHR1 Agonists: Primary Screen; HEK293 GP2 PTHR1 cells, GloSensor cAMP luminescence, 1 h; Parathyroid hormone/parathyroid hormone-related peptide receptor (Homo sapiens), Q03431; 410,000 tested, 0.075% active; Potency, µM (top dose mostly 115 µM), inactives show top-dose activation, most hits filed as activators; also: potency is read from the fitted curve at half-maximal effect; nearly all actives have a fitted effect of over 55% in size; some results filed as inactive show a strong effect at the top dose; inactives centre near -15; many of its hits are not listed in these tables
Target sequence (Q03431 whole entry, looked up): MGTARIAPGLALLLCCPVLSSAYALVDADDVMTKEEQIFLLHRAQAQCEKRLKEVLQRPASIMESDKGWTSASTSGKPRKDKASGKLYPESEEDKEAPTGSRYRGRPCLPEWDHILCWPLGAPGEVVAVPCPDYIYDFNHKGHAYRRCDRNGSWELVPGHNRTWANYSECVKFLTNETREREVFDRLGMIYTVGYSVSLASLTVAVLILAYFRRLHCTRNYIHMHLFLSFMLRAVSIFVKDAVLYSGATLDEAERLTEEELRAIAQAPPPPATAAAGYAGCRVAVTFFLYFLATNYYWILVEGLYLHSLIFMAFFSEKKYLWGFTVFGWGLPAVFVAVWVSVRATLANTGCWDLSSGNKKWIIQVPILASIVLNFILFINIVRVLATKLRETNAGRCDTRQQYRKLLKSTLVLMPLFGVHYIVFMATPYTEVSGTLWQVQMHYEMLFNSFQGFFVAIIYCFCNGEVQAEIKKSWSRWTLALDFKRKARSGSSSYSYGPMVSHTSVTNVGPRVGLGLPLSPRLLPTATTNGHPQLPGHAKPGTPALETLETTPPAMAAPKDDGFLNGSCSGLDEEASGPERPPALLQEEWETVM
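HEK-293-derived GP2 cells expressing PTHR1 and a GloSensor cAMP reporter, 3,000/well, plated overnight, given luciferin plus IBMX (each 0.5 mM as added) for 1 h at 37 °C, then compound for 1 h at 37 °C. Luminescence was read after 15 min at room temperature.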
pAkt inh = HTS Assay for Inhibitors of Akt Phophorylation: Primary Screen. Neuro2A IGF-stimulated pAkt S473 HTRF, 20 min; hits give low values. activity change, % for hits at 50 µM. 360,000 tested, 0.32% active; in the data active = activity change below about -80%; inconclusive = mostly about -51% to -80%; also: % is scaled to controls: 0 for no effect and ±100 for the full control effect
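Single-point screen (50 µM final compound) in Neuro2A cells stimulated 20 min with 6 nM IGF at 37 deg C. After lysis, Ser473-phosphorylated Akt read by HTRF (ex 330 nm, em 615/665 nm) as the 665/615 ratio.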
GLP1R inv ag = qHTS of GLP-1 Receptor Inverse Agonists (Inhibition Mode) | 410,000 tested, 1.6% active | Potency, µM (doses to about 38.3 µM), inactives show at the top dose activity change, negative = inhibition, usual class: inhibitors | AID 624417, 2012 | HEK293 GLP-1R CRE-luciferase, luminescence, 24 h; GLP-1R form is constitutively active | Glucagon-like peptide 1 receptor (Homo sapiens), P43220; also: potency is read from the fitted curve at half-maximal effect; % is scaled to controls: 0 for no effect and ±100 for the full control effect; nearly all actives have a fitted effect of over 55% in size
Target sequence (P43220 whole entry, looked up): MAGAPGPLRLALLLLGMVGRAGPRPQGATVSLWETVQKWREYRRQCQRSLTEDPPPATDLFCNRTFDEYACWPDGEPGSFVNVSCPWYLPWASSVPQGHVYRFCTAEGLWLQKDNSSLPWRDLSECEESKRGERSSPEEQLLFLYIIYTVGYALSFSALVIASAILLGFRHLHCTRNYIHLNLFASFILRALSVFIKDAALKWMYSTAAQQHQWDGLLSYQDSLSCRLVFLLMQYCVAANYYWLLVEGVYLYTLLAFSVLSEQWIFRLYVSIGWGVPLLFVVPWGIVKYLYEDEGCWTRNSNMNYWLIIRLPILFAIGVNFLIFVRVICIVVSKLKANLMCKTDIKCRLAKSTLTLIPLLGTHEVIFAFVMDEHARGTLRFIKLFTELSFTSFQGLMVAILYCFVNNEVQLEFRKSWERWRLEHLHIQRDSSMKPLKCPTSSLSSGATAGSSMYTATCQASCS
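Inverse agonists were sought by their lowering of basal cAMP reporter luciferase output in HEK293 cells stably carrying constitutively active human GLP-1R, after 24 h compound treatment.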
HEK293 tox = qHTS of GLP-1 Receptor Inverse Agonists: Cytotox Screen; HEK293 cAMP-luciferase reporter cells, luminescence, 24 h; Potency, µM (titrated, usually from 38.3 µM), inactives show top-dose activity change, negative = inhibition, actives largely listed as inhibitors; 410,000 tested, 0.13% active; AID 624418, 2012;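 also: loss of luciferase light is scored as toxicity; potency is read from the fitted curve at half-maximal effect; % is scaled to controls: 0 for no effect and ±100 for the full control effect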
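Compound-treated cells are incubated 24 hr at 37 deg C under 5% CO2 after a 12 hour attachment period, then luciferase detection reagent is added and luminescence is measured following 12 min at room temperature; lowered signal indicates toxicity.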
The depositor's hits bear a star; [ ] = remark or other dose. Unless noted, calls follow the shape of the dose curve; as a rule, active = well fitted curve in the direction sought with a large enough effect; inconclusive = small, poorly fitted or top-dose-only effect, or another doubt; inactive = no such curve, though single readings can be large; an effect the other way counts as inactive or inconclusive.

COc1ccccc1NC(=O)CSc1nc2c(oc3ccccc32)c(=O)n1Cc1ccco1 was read as TDP43 rescue 21%, FUS suppressor 2%, Abeta rescue -12%, PTHR1 ag inactive, GLP1R inv ag 7% and HEK293 tox -2%.
`CCCCOc1ccccc1Cn1c(=O)oc2ccc(C)cc21` gave MmCpn inh 0%, aSyn yeast inh -4%, TDP43 rescue 17%, FUS suppressor 25%, Abeta rescue 4%, PTHR1 ag -2%[57.5 µM], pAkt inh inactive, GLP1R inv ag inconclusive and HEK293 tox 8%.
`CCOC(=O)CC1(c2ccccc2)CCOC(C)(C)C1` (stereo not given) gave MmCpn inh -1%, aSyn yeast inh 6%, TDP43 rescue 10%, FUS suppressor 13%, Abeta rescue 12%, PTHR1 ag inactive, pAkt inh inactive, GLP1R inv ag 4% and HEK293 tox 23%.
CCC(C)c1ccc(NC(=O)c2[nH]c(C)c(C(C)=O)c2C)cc1 (stereo not given) was read as MmCpn inh 1%, aSyn yeast inh -11%, TDP43 rescue 9%, FUS suppressor 21%, Abeta rescue 0%, PTHR1 ag -21%, pAkt inh inactive, GLP1R inv ag inconclusive and HEK293 tox -14%.
Screening Cc1cc(S(=O)(=O)NCCc2ccccc2)c(C)s1 returned MmCpn inh 1%, aSyn yeast inh 16%, TDP43 rescue 2%, FUS suppressor 22%, Abeta rescue 23%, PTHR1 ag inactive, pAkt inh inactive, GLP1R inv ag 0% and HEK293 tox 15%.
CN(C)S(=O)(=O)c1ccc(NC(=O)COc2ncnc3sccc23)cc1 was read as MmCpn inh -2%, aSyn yeast inh 8%, TDP43 rescue 0%, FUS suppressor inconclusive, Abeta rescue -13%, PTHR1 ag -17%, pAkt inh inactive, GLP1R inv ag -11% and HEK293 tox 7%.
For COc1ccccc1NC(=O)COC(=O)c1cc2c(s1)CCC2 the results were MmCpn inh 1%, aSyn yeast inh 2%, TDP43 rescue 6%, FUS suppressor 7%, Abeta rescue 17%, PTHR1 ag -1%, pAkt inh inactive, GLP1R inv ag 9% and HEK293 tox 2%.
For C[C@H]1Cn2cnc(C(=O)N[C@H](C)c3ccccc3)c2C(=O)N1 the results were aSyn yeast inh -1%, TDP43 rescue 13%, FUS suppressor -29%, Abeta rescue 3%, PTHR1 ag -13%, pAkt inh inactive, GLP1R inv ag 8% and HEK293 tox 5%.
`Cc1cc2c(cc1S(=O)(=O)N1CCN(c3ccccc3F)CC1)OCC(=O)N2` gave MmCpn inh -2%, aSyn yeast inh -4%, TDP43 rescue 9%, FUS suppressor 7%, Abeta rescue 2%, PTHR1 ag inactive, pAkt inh inactive, GLP1R inv ag 19% and HEK293 tox 1%.
CCc1cccc(NC(=O)COC(=O)c2cn(CC)c3nc(C)ccc3c2=O)c1 was read as TDP43 rescue inconclusive, FUS suppressor -8%, Abeta rescue 11%, PTHR1 ag -21%, GLP1R inv ag 8% and HEK293 tox 6%.
COc1ccc(C(=O)NCCc2c[nH]c3ccc(OC)cc23)cc1 was read as MmCpn inh 0%, aSyn yeast inh 2%, TDP43 rescue inconclusive, FUS suppressor 10%, Abeta rescue 2%, PTHR1 ag -6%, pAkt inh inactive, GLP1R inv ag 15% and HEK293 tox -11%.
For COC(=O)c1ccc(Nc2nc3ccc(C)cc3n3cnnc23)cc1 the results were MmCpn inh -2%, aSyn yeast inh -6%, TDP43 rescue -4%, FUS suppressor 1%, Abeta rescue -11%, PTHR1 ag -6%, pAkt inh inactive, GLP1R inv ag 14% and HEK293 tox 11%.
Screening CCOc1ccc(-c2nonc2NC(=O)c2oc3c(C)c(C)ccc3c2C)cc1OCC returned TDP43 rescue 15%, FUS suppressor 6%, Abeta rescue 6%, PTHR1 ag -20%, GLP1R inv ag -2% and HEK293 tox 18%.
For COc1ccc(N(C)S(=O)(=O)c2cccc(C(=O)OCC(=O)Nc3cc(C)ccc3OC)c2)cc1 the results were aSyn yeast inh 3%, TDP43 rescue 14%, FUS suppressor inconclusive, Abeta rescue 10%, PTHR1 ag -14%, pAkt inh inactive, GLP1R inv ag -19% and HEK293 tox -5%.
Screening Cn1cccc1CC(=O)N/N=C/C(Cl)=C/c1ccccc1 returned MmCpn inh 0%, aSyn yeast inh 3%, TDP43 rescue 10%, Abeta rescue 29%, PTHR1 ag inactive, pAkt inh inactive, GLP1R inv ag 4% and HEK293 tox 3%.
Screening Cc1ccccc1SCC(=O)OCC(=O)Nc1ccc(N(C)C)cc1 returned MmCpn inh 0%, aSyn yeast inh 8%, TDP43 rescue inconclusive, FUS suppressor -20%, Abeta rescue 25%, PTHR1 ag inactive, pAkt inh inactive, GLP1R inv ag 18% and HEK293 tox -5%.
Screening CCOc1ccccc1NC(=O)N1CCCC(c2nc(-c3ccc(C)o3)no2)C1 (stereo not given) returned MmCpn inh -6%, aSyn yeast inh 10%, TDP43 rescue inconclusive, FUS suppressor 22%, Abeta rescue -12%, PTHR1 ag inactive, pAkt inh inactive, GLP1R inv ag inconclusive and HEK293 tox -5%.
NS(=O)(=O)c1ccc(Nc2nc(-c3ccc(O)cc3O)cs2)cc1 was read as MmCpn inh 2%, aSyn yeast inh -10%, TDP43 rescue 4%, Abeta rescue 9%, PTHR1 ag inactive, pAkt inh inactive, GLP1R inv ag 14% and HEK293 tox -2%.
For CCOC(=O)Nc1ccc(S(=O)(=O)N2CCOCC2)cc1 the results were MmCpn inh 2%, aSyn yeast inh 0%, TDP43 rescue 15%, FUS suppressor 11%, Abeta rescue 10%, PTHR1 ag inactive, pAkt inh inactive, GLP1R inv ag 32%[activator] and HEK293 tox -8%.
Screening OC1CCCCC1 returned MmCpn inh -3%, aSyn yeast inh 10%, TDP43 rescue 11%, FUS suppressor -35%, Abeta rescue -11%, PTHR1 ag -19%, pAkt inh inactive, GLP1R inv ag 13% and HEK293 tox 5%.
`CC(=O)Nc1ccc(/C(C)=N/Nc2nc(Nc3cccc4ccccc34)nc(N3CCOCC3)n2)cc1` gave MmCpn inh 1%, aSyn yeast inh -8%, TDP43 rescue 6%, FUS suppressor inconclusive, Abeta rescue -2%, PTHR1 ag inactive, pAkt inh inactive, GLP1R inv ag 2.8µM* and HEK293 tox -21%.
Cc1ccc(C2c3[nH]c4ccccc4c3CCN2C(=O)CCC2CCCC2)cc1 (stereo not given) was read as TDP43 rescue -2%, FUS suppressor 30%, Abeta rescue -7%, PTHR1 ag -5%, GLP1R inv ag 10µM* and HEK293 tox 3%.
For CN1CCN(S(=O)(=O)c2ccc(NC(=S)NC(=O)C3CCC3)cc2)CC1 the results were MmCpn inh -1%, aSyn yeast inh -16%, TDP43 rescue 7%, FUS suppressor -4%, Abeta rescue -7%, PTHR1 ag inactive, pAkt inh inactive, GLP1R inv ag 7% and HEK293 tox -2%.
For COc1ccc(-c2nn(C)c(=O)c3ccccc23)cc1NC(=O)Cn1nc(C)c2ccccc2c1=O the results were MmCpn inh -18%, aSyn yeast inh -3%, TDP43 rescue -11%, FUS suppressor 30%, Abeta rescue 0%, PTHR1 ag 24%[57.5 µM], pAkt inh inactive, GLP1R inv ag 113%[activator] and HEK293 tox 4%.
For CCOc1cc(C(F)(F)F)cnc1/C(N)=N/O the results were MmCpn inh 2%, aSyn yeast inh 6%, TDP43 rescue -1%, FUS suppressor -21%, Abeta rescue -5%, PTHR1 ag -10%, pAkt inh inactive, GLP1R inv ag 15% and HEK293 tox -1%.
`O=C(C1CC(=O)N(c2ccc(Cl)cc2)C1)N1CCN(Cc2ccc3c(c2)OCO3)CC1` (stereo not given) gave MmCpn inh -3%, aSyn yeast inh -4%, TDP43 rescue -1%, FUS suppressor -8%, Abeta rescue 1%, PTHR1 ag -18%, pAkt inh inactive, GLP1R inv ag -41% and HEK293 tox 2%.

Three compounds from above, ordered by molecular weight, ascending:
Screening Cc1cc(S(=O)(=O)NCCc2ccccc2)c(C)s1 returned MmCpn inh 1%, aSyn yeast inh 16%, TDP43 rescue 2%, FUS suppressor 22%, Abeta rescue 23%, PTHR1 ag inactive, pAkt inh inactive, GLP1R inv ag 0% and HEK293 tox 15%.
`CCCCOc1ccccc1Cn1c(=O)oc2ccc(C)cc21` gave MmCpn inh 0%, aSyn yeast inh -4%, TDP43 rescue 17%, FUS suppressor 25%, Abeta rescue 4%, PTHR1 ag -2%[57.5 µM], pAkt inh inactive, GLP1R inv ag inconclusive and HEK293 tox 8%.
CCc1cccc(NC(=O)COC(=O)c2cn(CC)c3nc(C)ccc3c2=O)c1 was read as TDP43 rescue inconclusive, FUS suppressor -8%, Abeta rescue 11%, PTHR1 ag -21%, GLP1R inv ag 8% and HEK293 tox 6%.

Compound activity as filed in PubChem BioAssay.

These rows are one share of the data; the hit share may differ from the screen's.
